Wnt act: Wnt/beta-catenin pathway activation. Wnt/beta-catenin reporter cell assay, activator, plate reader. activation, % at 9.35 µM. 300,000 tested, 1.2% active. AID 743398; in the data active means activation above about 30%, passing the limit was not always enough; inconclusive means no clear call, values can overlap the other calls;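 further: 0% = neutral control wells and 100% = positive control wells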
dFosB act: mouse delta FosB homodimer activation | 340,000 tested, 0.99% active | P13346 | AID 493131 | purified delta FosB, TAMRA-CDK5 oligo fluorescence polarization; percent of positive-control signal above neutral wells | activation, % at 25 µM;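 active means mean activation above about 17%, with every replicate also reaching it, limit read from the data, passing the limit was not always enough; inconclusive means only one of the two conditions met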;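 further: fluorescence polarization rise as delta FosB binds a TAMRA Cdk5 AP-1 oligo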
Target sequence (P13346 whole entry, looked up): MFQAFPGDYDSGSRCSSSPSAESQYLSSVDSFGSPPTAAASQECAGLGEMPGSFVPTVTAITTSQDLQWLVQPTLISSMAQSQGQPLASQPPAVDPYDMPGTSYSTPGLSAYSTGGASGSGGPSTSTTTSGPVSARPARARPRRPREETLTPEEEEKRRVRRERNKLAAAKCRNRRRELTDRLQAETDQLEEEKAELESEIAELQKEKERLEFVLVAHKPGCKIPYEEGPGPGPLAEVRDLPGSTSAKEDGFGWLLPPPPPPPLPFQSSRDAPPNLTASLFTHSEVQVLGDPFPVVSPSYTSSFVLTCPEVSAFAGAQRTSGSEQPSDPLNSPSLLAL
Rtt109 Vps75: C. albicans Rtt109 histone acetyltransferase inhibition; purified Rtt109/Vps75, ThioGlo CoA-SH fluorescence, 4 h; inhibition, % at 34.9 µM; 330,000 tested, 0.16% active; AID 540336;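 active means inhibition of at least 50% in every replicate; inconclusive means best replicate reaches 50% inhibition but some replicates fall short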
Target sequence (Q5AAJ8 whole entry, looked up): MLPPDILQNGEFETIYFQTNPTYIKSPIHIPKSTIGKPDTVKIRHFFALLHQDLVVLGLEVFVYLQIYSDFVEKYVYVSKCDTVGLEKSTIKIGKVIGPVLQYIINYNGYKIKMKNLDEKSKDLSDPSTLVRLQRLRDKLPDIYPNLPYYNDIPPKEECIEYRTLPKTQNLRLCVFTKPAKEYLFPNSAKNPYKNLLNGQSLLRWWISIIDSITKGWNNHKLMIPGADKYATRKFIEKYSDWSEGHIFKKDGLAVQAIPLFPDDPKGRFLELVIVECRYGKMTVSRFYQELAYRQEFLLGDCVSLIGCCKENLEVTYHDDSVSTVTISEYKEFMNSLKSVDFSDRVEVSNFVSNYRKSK
CDK5 p35 inh: inhibitors of human CDK5/p35 kinase. AID 488839. Q00535+Q15078. Recombinant CDK5/p35, ADP-Glo luminescence, 60 min. inhibition, % at 10 µM. 330,000 tested, 0.01% active;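 active means highest replicate inhibition of at least 50% and at least 75% of replicates reaching 50%; inconclusive means only one of the two criteria met; inactive means both criteria failed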;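 further: plate controls were DMSO neutral control for no effect and GW8510 at 10 µM for full effect; many of its hits are not listed in these tables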
cardiac RTF act: cardiac RTF calcium sensitization. 340,000 tested, 0.24% active. AID 493008. activation, % at 7.2 µM. IANBD-labeled TnC RTF fluorescence at EC20 calcium; 0% EC20 calcium, 100% full calcium. P19429+P45379;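 active means activation above the mean over all tested compounds plus 3 SD, cut at about 30% in these data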;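 further: rise in fluorescence read as greater calcium sensitivity of cardiac thin filaments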
PvdQ acylase: P. aeruginosa PvdQ acylase inhibition. 340,000 tested, 0.063% active. inhibition, % at 10 µM. purified PvdQ acylase, fluorescence plate reader; in the data active means inhibition above about 30%, passing the limit was not always enough; inconclusive means no clear call, values can overlap the other calls;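 further: 0% = vehicle neutral wells and 100% = reference inhibitor wells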
MITF act: increases MITF-driven TRPM1 promoter luciferase signal | SK-MEL-5 TRPM1-promoter luciferase, 24 h; % of positive control, neutral wells = 0 | activation, % at 12.5 µM | 300,000 tested, 0.75% active;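 active means mean activation of at least 80% with every replicate also reaching 80%; inconclusive means mean reaches 80% but some replicate falls short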;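 further: 0% = neutral control wells and 100% = parthenolide positive control wells; values of inactives mirror those of a sister screen read the other way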
SR-BI HDL uptake: inhibitors of mouse SR-BI mediated HDL lipid uptake; Q61009; ldlA[mSR-BI] CHO cells, DiI-HDL uptake fluorescence, 3 h; inhibition, % at 12.5 µM; 320,000 tested, 0.96% active;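 active means mean replicate inhibition of at least 70% and a set share of replicates each scoring 70 or more; inconclusive means meets just one of the two criteria; inactive means fails both criteria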;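 further: 0% = median of neutral control wells and 100% = median of positive control wells; values of inactives mirror those of a sister screen read the other way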
HTR5A ag ctr: activates human HTR5A in OPRM1-OPRD1 agonist counter-screen. P47898. HTR5A agonist assay, luminescence, cell-based. activation, % at 9.3 µM. 340,000 tested, 0.61% active; in the data active means activation mostly above about 9.5%, no sharp cut-off; inactive means mostly below about 7.6%;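 further: 0% = cells with vehicle only and 100% = reference agonist; strong numbers were not always called active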
Target sequence (P47898 whole entry, looked up): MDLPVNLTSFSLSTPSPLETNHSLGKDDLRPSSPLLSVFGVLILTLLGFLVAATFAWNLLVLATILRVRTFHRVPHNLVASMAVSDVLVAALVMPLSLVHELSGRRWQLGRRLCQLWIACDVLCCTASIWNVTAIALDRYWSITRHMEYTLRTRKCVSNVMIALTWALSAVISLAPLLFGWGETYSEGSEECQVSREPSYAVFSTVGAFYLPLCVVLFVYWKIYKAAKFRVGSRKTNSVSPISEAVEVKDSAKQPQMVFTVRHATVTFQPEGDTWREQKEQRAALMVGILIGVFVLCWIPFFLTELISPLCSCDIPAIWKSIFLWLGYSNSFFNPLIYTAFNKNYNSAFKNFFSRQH
SR-BI uptake up: activators of SR-BI mediated HDL lipid uptake; CHO ldlA[mSR-BI] cells, DiI-HDL uptake fluorescence, 3 h; 100 = double the neutral-control signal; activation, % at 12.5 µM; 320,000 tested, 0.096% active; AID 504775;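 active means mean replicate activation of at least 60% and every replicate at or above 60%; inconclusive means mean or all-replicate condition met, but not both; inactive means mean below 60% and not all replicates reaching 60%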;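 further: 0% = median plate neutral-control signal and 100% = twice that signal; values of inactives mirror those of a sister screen read the other way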
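System: LDL receptor-deficient CHO ldlA cells overexpressing murine SR-BI | Timing: 3 h uptake period with compound, 37 °C | Medium: HEPES-buffered (25 mM, pH 7.4) F12 plus 0.5% BSA | Dosing: Single-point compound dose | Signal: Bottom-read fluorescence, 550/595 nm | Read-out: Retained DiI signal reflecting DiI-HDL uptake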
An asterisk follows results filed as active; ? = inconclusive; . = no result given. Random draw from the library; overall some 4.4% were active at least once.

Results follow in this order: Wnt act, dFosB act, Rtt109 Vps75, CDK5 p35 inh, cardiac RTF act, PvdQ acylase, MITF act, SR-BI HDL uptake, HTR5A ag ctr, SR-BI uptake up
CCc1ccc(C(=O)COC(=O)C(Cc2ccccc2)NC(=O)c2ccc(Cl)cc2)cc1 (stereo unspecified)
→ 13, -3, 3, -0.3, -2, -5, 5, 4, 4, -4
COC(=O)C1(C)NC(c2ccccc2C)C2C(=O)N(c3ccccc3)C(=O)C21 (stereo unspecified)
→ -2, -8, 6, -3.5, 14, -17, -9, 30, 4, -30
NC(=O)CCC(=O)N1CCCC(C(=O)c2ccc3c4c(cccc24)CC3)C1 (stereo unspecified)
→ 0, 1, ., -0.3, 3, -13, 8, -9, 0, 9
CC1(C)CC[C@]2(C(=O)O[C@@H]3OC(CO)[C@@H](O)[C@H](O)[C@H]3O)CC[C@]3(C)C(=CCC4[C@@]5(C)CC[C@H](O[C@@H]6OC(C(=O)O)[C@@H](O)[C@H](O)[C@H]6O)C(C)(C)C5CC[C@]43C)[C@@H]2C1 (stereo partly specified)
→ 1, -4, 6, -2.1, 0, -18, 1, -15, 1, 15
O=C(OCC(=O)N1CCN(C(=O)c2ccco2)CC1)c1cc(-c2ccc(F)cc2)nc2ccccc12
→ ., -22, 1, 1.8, -1, -7, -3, 65, 15, -65
Cc1ccc(/C(N)=N/OC(=O)c2cccc(F)c2)cc1
→ ., 3, -10, -0.8, 6, -2, 8, -5, 1, 5
O=C(Nc1ccc(F)cc1F)N1CCC(c2nc3ccccc3o2)CC1
→ -2, -2, -8, -9.2, -5, 20, -1, 0, 3, 0
COc1ccc(Br)cc1C(=O)NCc1cccnc1
→ ., -2, -6, 1.4, 0, -4, -4, -17, -2, 17
CCCCc1nnc(NC(=O)CSCc2cc(=O)n3c(C)csc3n2)s1
→ -1, 0, -4, 0.2, -7, -10, 4, -30, -3, 30
CC(=O)CCc1ccc(OC(=O)c2cccnc2)cc1
→ ., 2, -4, 0.3, 3, -8, -1, 0, 4, 0
O=C(c1ccc(Br)cc1)N1CCN(Cc2ccccc2)CC1
→ -2, -2, -6, -0.7, 2, -15, -12, 19, 0, -19
Cc1ccc(N/C=C(/C#N)c2ccsc2)cc1C
→ ., 5, -4, -0.4, 5, -4, 47, 56, -1, -56
Cc1ccc(S(=O)(=O)N2CCN(CCC#N)CC2)cc1
→ -1, -4, -9, 2.2, 1, -13, 6, -2, 3, 2
Cc1ccc(C)c(S(=O)(=O)N2CCCCC2CCNC(=O)C(=O)NCc2ccccn2)c1 (stereo unspecified)
→ -2, -10, 6, 0.5, -1, -1, -15, -13, -6, 13
CCCC(C(=O)N1CCOCC1)N1C(=O)C2C3C=CC(C3)C2C1=O (stereo unspecified)
→ -1, -2, ., 3.3, 6, 7, 5, -8, 3, 8
CCOC(=O)c1[nH]c(C)c(C(=O)N2CCCC(Nc3ccc(C)c(C)c3)C2)c1C (stereo unspecified)
→ 0, -5, -8, -4.5, 3, -6, -2, 1, 4, -1
N=c1c2c(n(Cc3ccc(Cl)c(Cl)c3)c3c1CCC3)CCCC2
→ ., 1, -1, 2.6, 1, -25, -72, -5, 6, 5
Cc1cc(C)c(OCC(=O)OCC(=O)NNC(=O)c2ccccc2F)c(C)c1
→ 6, -3, -20, -3.1, 2, -16, -4, 5, 0, -5
COC(=O)c1ccc(N2CCN(C)CC2)c(NC(=O)COc2cccc(C)c2)c1
→ 0, -7, -2, -1.9, -1, -13, 0, ., 5, .
O=C1NC(c2ccccc2)C(c2ccccc2)N1 (stereo unspecified)
→ 4, 4, 9, -0.3, -1, -11, -5, -18, 7, 18
Cc1cc(C)cc(NC(=S)NC2CC3CCCC(C2)N3C2CC2)c1 (stereo unspecified)
→ -2, -24, 8, 0.7, 1, -2, -6, -4, 9, 4
Cc1cccc(Cc2cnc(NC(=O)C3=NCCN3)s2)c1
→ 1, -13, -1, -0.8, 8, -3, -11, -40, 1, 40
CCn1cc(C(=O)NCc2ccco2)c(=O)c2cc(F)c(N3CCN(C(=O)c4ccco4)CC3)cc21
→ ., -17, 7, -0.5, 10, -9, -1, 49, -2, -49
Cc1ccc(-c2nnc(SCC(=O)NC3CCCc4ccccc43)n2N)cc1 (stereo unspecified)
→ -1, -7, -2, 0.3, 4, -6, -12, 9, 0, -9
O=C(NCc1ccccc1)C1CCC(=O)N(CCN2CCOCC2)C1 (stereo unspecified)
→ -1, -3, 13, -9.9, 6, -2, 12, -6, -2, 6
O=C1CCCC(O)=C1C1C2=C(CCCC2=O)OC2=C1C(=O)CCC2
→ -2, -1, -3, 2.1, -1, -6, 4, -23, 6, 23
CS(=O)(=O)N(CC(=O)N1CCCCCC1)c1cccc(Br)c1
→ -1, 2, -3, 1.2, 4, 0, ., 11, 1, -11
CN(CC(=O)Nc1ccc(F)cc1)C(=O)COC(=O)c1cc(S(=O)(=O)N(C)C)ccc1N1CCCC1
→ 0, -4, 2, 3.8, -4, -6, -5, 0, 4, 0
O=C(O)C(Cc1c[nH]c2ccccc12)N1C(=O)c2ccccc2C1=O (stereo unspecified)
→ 43*, -5, 3, -0.5, -3, 5, -12, ., -4, .
CCc1ccc(NC(=O)c2cc(S(=O)(=O)N3CCc4ccccc43)cn2C)cc1
→ -4, -3, 2, -1.4, 0, -6, 6, 36, 4, -36
O=C(O)CC(c1ccc(Br)cc1)N1Cc2ccccc2C1=O (stereo unspecified)
→ -1, -2, -13, -0.3, -8, -2, 5, 0, 0, 0
COc1ccccc1NS(=O)(=O)c1cccc(C(=O)N/N=C/c2c(C)nn(-c3ccccc3)c2N2CCCC2)c1
→ -2, -13, -1, 0.3, -2, 8, -5, ?, 2, -71
Cc1cc(C)cc(NC(=O)[C@H](Cc2c[nH]c3ccccc23)NC(=O)[C@@H]2Cc3ccccc3CN2)c1
→ 0, -5, 16, 1.8, -6, 15, -9, 19, 1, -19
CCOC(=O)c1sc(NC(=O)CSc2nnc(C(C)C)n2CC)nc1C
→ -3, -15, 0, -0.9, 7, -24, 0, 7, -3, -7
COc1cc(/C=N/Nc2nc(Nc3ccccc3)nc(N3CCCCC3)n2)ccc1OCC(=O)O
→ 1, -1, 19, 0.0, -4, -10, -9, -17, -2, 17
CCOc1ccc(S(=O)(=O)NCc2cccnc2)cc1NC(=O)c1ccccc1
→ -1, -3, 9, 0.9, -5, -5, 8, 11, -1, -11
CCOC(=O)CSc1ccc2nnc(-c3cccnc3)n2n1
→ -3, -10, -18, -0.4, -1, -7, 7, ., -2, .
O=C(Nc1ccc(Cl)c(-c2nc3ccccc3[nH]2)c1)c1ccc2c(c1)OCO2
→ 0, -12, -2, -1.6, -4, -4, 7, 53, -3, -53
CCCN(CC(=O)Nc1ccc(Cl)cc1Cl)Cc1cc(=O)n2ccsc2n1
→ -4, -14, 6, 0.0, 2, -10, 0, 11, -2, -11
O=C1[C@H](Oc2ccccc2)[C@@H](c2ccccc2)N1c1ccncc1
→ 1, 18*, -1, 1.2, 1, -11, -21, 5, 9.4*, -5
CCCN1C(=O)/C(=C/c2ccc(C)o2)SC1=Nc1ccc(OC)cc1
→ ., 1, 6, 3.6, -2, 12, 7, -9, 16, 9
Cc1cc(Cl)ccc1NC(=S)Nc1ccccn1
→ 1, -4, -1, -2.6, 5, -4, 24, 3, 3, -3
Cc1sc(NC(=O)c2ccco2)c(CN2CCC(C)CC2)c1C
→ ., -3, -5, -2.0, -2, 0, 0, 1, -4, -1
CN(C)c1ccc(C=NNc2ccccn2)c(Cl)c1
→ 20, -6, 9, -1.8, -1, 3, 70, 60, -4, -60
CC(C)c1ccc(S(=O)(=O)N2CCN(CC(O)CN3CCOCC3)CC2)cc1 (stereo unspecified)
→ 0, 2, 3, 2.1, 4, -17, -7, -7, -4, 7
O=C(/C=C/c1cccc([N+](=O)[O-])c1)NCC1CCCO1 (stereo unspecified)
→ -2, 4, -5, -1.5, 2, -3, ., 13, 0, -13
CC(C)CC(NC(=O)C1CCCN1C(=O)[C@@H](C)NC(=O)OCc1ccccc1)C(=O)NCC(N)=O (stereo partly specified)
→ 0, 0, -10, -0.2, -6, -11, ., -7, 0, 7
CC(C)(C)C(=O)Nc1ccc(C(=O)OC2CCCCC2)cc1
→ ., -5, -2, -3.0, 2, 15, 105*, 6, -1, -6
COCCNc1oc(-c2ccccc2Cl)nc1S(=O)(=O)c1ccc(C)cc1
→ 0, -3, 2, 0.3, -2, -4, 1, -11, -1, 11
CC1CCN(S(=O)(=O)c2ccc3c(c2)c(=O)c(C(=O)NCc2ccco2)cn3C)CC1
→ 7, -10, -9, 1.2, 3, -9, -6, -6, 2, 6
CCCCN(C)C(=O)C1CCCN(S(=O)(=O)c2ccc3c(c2)oc(=O)n3C)C1 (stereo unspecified)
→ -2, 1, -1, -0.6, -5, -8, ., -18, 5, 18
FC(F)(F)c1cccc(NC(=S)N2CCN(c3ccccc3)CC2)c1
→ 2, -6, 20, -0.9, 13, 0, -4, -2, 5, 2
Cc1nc(SCC(=O)NC2(C#N)CCCC2)n(CC(C)C)c1C
→ 1, -7, 5, -0.6, 0, 0, -4, 2, 10, -2
O=C(CSC1=NCCS1)Nc1nc2ccccc2s1
→ 20, -12, 17, 0.4, 8, -9, 41, 10, 1, -10
CCSCCOC(=O)C1=C(C)N(C)C(=O)NC1c1cc(OC)ccc1OC (stereo unspecified)
→ ., 5, 9, 1.7, 3, -8, 2, -8, -2, 8

Among those listed so far, these have fluorine:
Results follow in this order: Wnt act, dFosB act, Rtt109 Vps75, CDK5 p35 inh, cardiac RTF act, PvdQ acylase, MITF act, SR-BI HDL uptake, HTR5A ag ctr, SR-BI uptake up
O=C(OCC(=O)N1CCN(C(=O)c2ccco2)CC1)c1cc(-c2ccc(F)cc2)nc2ccccc12
→ ., -22, 1, 1.8, -1, -7, -3, 65, 15, -65
Cc1ccc(/C(N)=N/OC(=O)c2cccc(F)c2)cc1
→ ., 3, -10, -0.8, 6, -2, 8, -5, 1, 5
O=C(Nc1ccc(F)cc1F)N1CCC(c2nc3ccccc3o2)CC1
→ -2, -2, -8, -9.2, -5, 20, -1, 0, 3, 0
Cc1cc(C)c(OCC(=O)OCC(=O)NNC(=O)c2ccccc2F)c(C)c1
→ 6, -3, -20, -3.1, 2, -16, -4, 5, 0, -5
CCn1cc(C(=O)NCc2ccco2)c(=O)c2cc(F)c(N3CCN(C(=O)c4ccco4)CC3)cc21
→ ., -17, 7, -0.5, 10, -9, -1, 49, -2, -49
CN(CC(=O)Nc1ccc(F)cc1)C(=O)COC(=O)c1cc(S(=O)(=O)N(C)C)ccc1N1CCCC1
→ 0, -4, 2, 3.8, -4, -6, -5, 0, 4, 0
FC(F)(F)c1cccc(NC(=S)N2CCN(c3ccccc3)CC2)c1
→ 2, -6, 20, -0.9, 13, 0, -4, -2, 5, 2

Screening results (PubChem)
